NTR1 ag: NTR1-driven beta-arrestin-GFP spot formation – imaging, U2OS cells, high content, primary screen (AID 493036) | P30989 | agonist mode | activation, % at 20 µM | hit rate 0.17% among 330,000;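 active = activation at or above 40% of the spot to cytoplasm intensity ratio, with at least 20 cells analyzed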;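 also: 0% = DMSO without peptide and 100% = 100 nM NTR1 peptide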
Target sequence (P30989 whole entry, looked up): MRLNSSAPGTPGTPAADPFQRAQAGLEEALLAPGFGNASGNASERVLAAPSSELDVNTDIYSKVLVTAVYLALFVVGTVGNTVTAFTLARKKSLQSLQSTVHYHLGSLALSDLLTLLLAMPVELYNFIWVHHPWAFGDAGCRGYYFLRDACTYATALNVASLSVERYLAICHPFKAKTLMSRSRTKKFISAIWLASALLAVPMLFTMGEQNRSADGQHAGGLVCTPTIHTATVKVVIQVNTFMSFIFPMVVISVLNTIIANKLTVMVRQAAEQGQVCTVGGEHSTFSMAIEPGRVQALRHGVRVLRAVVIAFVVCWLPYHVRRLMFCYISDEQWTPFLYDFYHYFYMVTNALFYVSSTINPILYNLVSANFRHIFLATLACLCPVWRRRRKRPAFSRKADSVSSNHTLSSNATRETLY
KOR beta-arrestin-1: kappa opioid receptor blockers – cell-based, luminescence, uHTS (AID 1778); hit rate 0.091% among 290,000; one-dose inhibition, % at 10 µM; IC50 in µM for titrated hits; KOR beta-arrestin recruitment, luminescence, antagonist mode; higher % means a stronger effect; in the data active = inhibition above about 50%; also: strong numbers were not always called active
T cell HTS: T cell immune modulation candidate. hit rate 0.068% among 330,000. 2C CD8+ T cell-vesicle binding, flow cytometry; hits give low values. calls only at 7 µM. AID 2052;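 active = response, share of CD8 T cells binding vesicles, and their 90th percentile fluorescence all below set limits, cut at about 80% in these data, passing the limit was not always enough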
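Assay system: 2C TCR transgenic mouse naive CD8+ T cells, MACS-purified | Read-out: CD8+ gate FL2 mean fluorescence as % of same-row positive control | Signal: High-throughput flow cytometry with anti-B7-1 and anti-CD8 staining | Timing: Binding step 1.5 h, 37 °C, antibody labelling 20 min, ice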
GPR55 activation: selective activators of receptor GPR55 – imaging, U2OS cells, beta-arrestin-GFP redistribution, primary screen (AID 1961). one-dose activation, % at 10 µM; EC50 in µM for titrated hits. U2OS GPR55 beta-arrestin-GFP redistribution imaging; higher % means a stronger effect. hit rate 0.048% among 290,000;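 active = activation above 40% with more than 50 cells counted in the well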;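 also: U2OS osteosarcoma cells stably expressing GPR55 and beta-arrestin-GFP; plate controls were DMSO negative control for no effect and LPI positive control for full effect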
West Nile virus CPE: inhibition of WNV-induced cytopathic effect – cell-based, CPE readout (AID 1621) | West Nile virus-infected cells, CPE inhibition; higher % means a stronger effect | hit rate 0.02% among 290,000 | CPE inhibition, % at 10 µM, or IC50 in µM where a hit was titrated; in the data active = a potency from the dose series; also: strong numbers were not always called active
GPR55 antagonists: GPR55 antagonists blocking LPI-driven arrestin recruitment, primary screen, imaging, U2OS, beta-arrestin-GFP, LPI agonist (AID 2013) | U2OS GPR55 beta-arrestin-GFP translocation imaging, LPI antagonism; higher % means a stronger effect | one-dose inhibition, % at 10 µM; IC50 in µM for titrated hits | hit rate 0.13% among 290,000;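 active = spots per cell inhibited over 60%, with over 100 cells counted and total cytoplasm intensity under 500,000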;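 also: U2OS cells stably carrying GPR55 and arrestin-GFP stimulated by 5 µM LPI near EC80; imaged beta-arrestin-GFP aggregate spots per cell after agonist stimulation; plate controls were LPI-stimulated DMSO wells for no effect and DMSO wells without LPI for full effect; some results filed as inactive read as strong as hits; confirmed hits need IC50 under 10 µM and bright autofluorescent wells are also inconclusive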
KOR beta-arrestin-2: KOR agonists, beta-arrestin recruitment, primary screen, cell-based, luminescence, uHTS (AID 1777) | KOR beta-arrestin recruitment, luminescence; higher % means a stronger effect | one-dose activation, % at 10 µM; EC50 in µM for titrated hits | hit rate 0.02% among 280,000; in the data active = activation above about 50%, passing the limit was not always enough; also: a part of the inactive calls stands beside numbers as strong as those of hits
PhoP inhibition: inhibitors of PhoP regulon expression, primary screen, Salmonella Typhimurium, GFP reporter (AID 1863); S. Typhimurium PhoP-regulated promoter GFP reporter, 4 h; higher % means a stronger effect; inhibition, % at 50 µM; hits with a dose series show IC50 in µM; hit rate 0.16% among 300,000;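 active = inhibition over 29.93%, a cutoff 3 SD above the screen mean, later confirmed by dose response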;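 also: 0% = low Mg2+ inducing control and 100% = high Mg2+ repressing control; strong numbers were not always called active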
GPR35 antagonists: GPR35 antagonists blocking zaprinast-driven arrestin recruitment, primary screen, imaging, U2OS, beta-arrestin-GFP, zaprinast agonist (AID 2058). U2OS GPR35 beta-arrestin-GFP translocation imaging, zaprinast antagonism; higher % means a stronger effect. inhibition, % at 10 µM, or IC50 in µM where a hit was titrated. hit rate 0.052% among 290,000;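 active = inhibition of at least 50% with at least 30 cells and total cytoplasm GFP at most 10,000,000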
T cell HTS vesicle-bound %: further read-out of T cell HTS, marked with its call; double positive events, %; measured here: CD8+ vesicle-bound cell fraction;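 binding gate set so that unloaded-vesicle control wells show 10% double positive cells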
NTR1 ag cell count 20 µM: second read-out of NTR1 ag, no call of its own (marks repeat the call); cell count; measured here: cell count, cytotoxicity flag
Starred values were filed as active, the others as inactive; i = inactive; / = no result given; [ ] = remark or other dose.

1. COC(=O)c1cccc(N(C(=O)CNC(=O)c2cccs2)C(C(=O)NCC2CCCO2)c2ccc(OC)c(OC)c2)c1 (stereo unspecified)
2. Cc1cc(N2CCN(C(=O)c3ccco3)CC2)n2nc(C)c(-c3ccccc3)c2n1
3. O=C(Nc1nccs1)c1cn2ccccc2n1
4. CS(=O)(=O)c1ccc2nc(NC(=O)c3ccc(Cn4cc(Br)cn4)o3)sc2c1
5. Cc1cc(C)nc(SCc2nnc(SCC(=O)N3CCCc4ccccc43)o2)n1
6. COc1ccccc1S(=O)(=O)Cc1ccc(C(=O)NCC(OC)OC)o1
7. COc1ccc(C(=O)NCCc2ccc(S(N)(=O)=O)cc2)cc1OC
8. Cc1cccc(OCc2nnc(SCC(=O)Nc3cccc(C(=O)N4CCOCC4)c3)n2C)c1C

assay / entry | 1 | 2 | 3 | 4 | 5 | 6 | 7 | 8
NTR1 ag | -1.7 | / | -1.7 | 0.3 | 1.5 | 0.7 | 1.6 | 0.3
NTR1 ag cell count 20 µM | 60 | / | 84 | 65 | 48 | 86 | 76 | 47
KOR beta-arrestin-1 | -15% | -26% | 1% | -17% | -1% | 34% | 14% | -2%
T cell HTS | i | / | i | i | i | i | i | i
T cell HTS vesicle-bound % | 9 | / | 30 | 71 | 30 | 32 | 22 | 3
GPR55 activation | 0.1% | 0.0% | 0.3% | -0.1% | -0.2% | -0.1% | 0.2% | 0.3%
West Nile virus CPE | -0.3% | 1.6% | 0.3% | -0.5% | -0.1% | -1.4% | 0.4% | 1.1%
GPR55 antagonists | -2% | -15% | -16% | 8% | 12% | 14% | -8% | 13%
KOR beta-arrestin-2 | -3.7% | / | 3.3% | 0.3% | 2.6% | -5.6% | -1.2% | 2.2%
PhoP inhibition | 5% | 3% | 1% | -3% | -5% | / | -2% | -11%
GPR35 antagonists | -1% | 0% | -4% | 6% | 5% | 20% | 9% | -2%

9. O=c1c2c3c(sc2nc(NCCOCCO)n1Cc1ccco1)CCCCC3
10. CC(C)OCCCNCC(O)c1ccccc1 (stereo unspecified)
11. O=C(CSC1=N/C(=C/c2ccco2)C(=O)N1c1ccc(OC(F)F)cc1)NC1CCS(=O)(=O)C1 (stereo unspecified)
12. O=C(Nc1ccc(S(=O)(=O)N2CCOCC2)cc1)c1cc([N+](=O)[O-])ccc1Cl
13. COc1ccc(-n2c(C)cc(/C=C(\C#N)C(=O)NCc3ccco3)c2C)cc1
14. Cn1c(C(=O)O)cc2c(=O)n3ccccc3nc21
15. Cc1ccc(NC(=O)Cn2nc(-c3ccco3)ccc2=O)cc1Cl
16. CCCC(=O)NC(=S)Nc1ccc(CN2CCOCC2)cc1

assay / entry | 9 | 10 | 11 | 12 | 13 | 14 | 15 | 16
NTR1 ag | 3.6 | 1.4 | -1.1 | 0.3 | 0.9 | 0.7 | 0.2 | 0.0
NTR1 ag cell count 20 µM | 48 | 74 | 35 | 56 | 32 | 68 | 69 | 32
KOR beta-arrestin-1 | -18% | 1% | 24% | -10% | 1% | -15% | 10% | -2%
T cell HTS | i | i | i | i | i | i | i | i
T cell HTS vesicle-bound % | 24 | 50 | 12 | 30 | 52 | 18 | 2 | 47
GPR55 activation | -0.1% | 0.1% | 0.6% | 0.4% | 0.1% | 0.0% | -0.2% | 0.3%
West Nile virus CPE | -0.6% | -0.4% | 0.6% | 1.0% | -0.4% | 0.7% | -0.8% | -1.0%
GPR55 antagonists | -4% | -5% | 9% | 9% | 2% | 3% | 10% | 18%
KOR beta-arrestin-2 | -0.7% | -2.0% | -7.4% | -2.3% | 0.2% | 1.9% | -2.2% | -3.1%
PhoP inhibition | -12% | 1% | -6% | -3% | -7% | -4% | 6% | -8%
GPR35 antagonists | 4% | 4% | -6% | 8% | -4% | -3% | -11% | 0%

Entries listed so far that have an aryl thioether with sulfur outside any ring (2):
5. Cc1cc(C)nc(SCc2nnc(SCC(=O)N3CCCc4ccccc43)o2)n1
8. Cc1cccc(OCc2nnc(SCC(=O)Nc3cccc(C(=O)N4CCOCC4)c3)n2C)c1C

assay / entry | 5 | 8
NTR1 ag | 1.5 | 0.3
NTR1 ag cell count 20 µM | 48 | 47
KOR beta-arrestin-1 | -1% | -2%
T cell HTS | i | i
T cell HTS vesicle-bound % | 30 | 3
GPR55 activation | -0.2% | 0.3%
West Nile virus CPE | -0.1% | 1.1%
GPR55 antagonists | 12% | 13%
KOR beta-arrestin-2 | 2.6% | 2.2%
PhoP inhibition | -5% | -11%
GPR35 antagonists | 5% | -2%

Sorted by the number under KOR beta-arrestin-1 (rising): some entries from above
item	canonical_smiles	KOR beta-arrestin-1
9	O=c1c2c3c(sc2nc(NCCOCCO)n1Cc1ccco1)CCCCC3	-18%
14	Cn1c(C(=O)O)cc2c(=O)n3ccccc3nc21	-15%
15	Cc1ccc(NC(=O)Cn2nc(-c3ccco3)ccc2=O)cc1Cl	10%

Next part:
17. COc1ccc2[nH]c3c(c2c1)CCN1C(=O)N([C@@H](C)C(=O)NCCc2ccc(F)cc2)C(=O)[C@]31C
18. CN(C)S(=O)(=O)c1cccc(C(=O)N2CCc3ccccc32)c1
19. CC1(C)CC(=O)C(C#N)=C(NCCCO)C1
20. O=S(=O)(NCC(c1cccnc1)N1CCN(c2ccccc2)CC1)c1cccs1 (stereo unspecified)
21. CN1CCN(C(CNS(=O)(=O)c2ccc(Cl)cc2)c2cccnc2)CC1 (stereo unspecified)
22. S=C(NCCc1ccccn1)Nc1cccc(Cl)c1
23. COc1cc(NC(=O)CC(C)S(=O)(=O)c2ccc3c(c2)NC(=O)CO3)cc(OC)c1OC (stereo unspecified)
24. OCCNc1cnc2ccccc2n1

assay / entry | 17 | 18 | 19 | 20 | 21 | 22 | 23 | 24
NTR1 ag | 4.7 | 0.2 | 0.4 | 0.3 | 0.9 | -1.8 | 1.3 | -0.1
NTR1 ag cell count 20 µM | 86 | 51 | 53 | 48 | 76 | 62 | 54 | 24
KOR beta-arrestin-1 | -2%[20 µM] | 25% | -10% | -17% | -8% | / | -30% | 20%
T cell HTS | i | i | i | i | i | i | i | i
T cell HTS vesicle-bound % | 58 | 46 | 9 | 54 | 28 | 49 | 26 | 49
GPR55 activation | -0.1% | 0.0% | 1.4% | 0.5% | -0.1% | -0.2% | 0.4% | 0.0%
West Nile virus CPE | -1.2% | -0.5% | -0.7% | -0.1% | 1.6% | 0.0% | 0.1% | 0.6%
GPR55 antagonists | 20% | -1% | -14% | 6% | 9% | -2% | 2% | 13%
KOR beta-arrestin-2 | -4.5% | 4.6% | -2.1% | 0.3% | -3.3% | 4.5% | 6.3% | -4.3%
PhoP inhibition | -5% | -2% | 9% | 23% | 13% | 0% | -2% | -4%
GPR35 antagonists | -3% | -9% | 11% | -6% | -6% | -12% | -7% | -10%

25. Cc1ccc(C(=O)N/C(=C/c2ccc(-c3cc(C(F)(F)F)ccc3Cl)o2)C(=O)NCc2cccnc2)cc1
26. O=C(NC(=S)Nc1ccc2[nH]c(=O)[nH]c2c1)c1cncc(Br)c1
27. C=CCc1cccc2cc(C(=O)NCc3ccc(C(=O)OCC)o3)c(=O)oc12
28. O=C(COC(=O)c1cccnc1Cl)c1ccccc1
29. CCC1Oc2ccc(C)cc2N(CC(=O)NCCN2C(C)CCCC2C)C1=O (stereo unspecified)
30. CC1CCc2nn(CC(=O)NCc3ccc4c(c3)OCO4)cc2C1 (stereo unspecified)
31. COc1cc([N+](=O)[O-])ccc1NC(=O)Nc1nc2c(s1)CCCC2
32. CCN(CC)S(=O)(=O)c1ccc2c(c1)nc(SCC(=O)N1CCCCCC1)n2-c1ccc(OC)cc1

assay / entry | 25 | 26 | 27 | 28 | 29 | 30 | 31 | 32
NTR1 ag | 4.0 | 0.9 | -1.0 | 0.9 | -1.1 | 4.8 | 43* | 3.3
NTR1 ag cell count 20 µM | 41 | 46 | 83 | 58 | 40 | 71 | 87* | 83
KOR beta-arrestin-1 | -14% | -25%[20 µM] | -39% | -7% | 44% | 11% | -13% | 21%
T cell HTS | i | i | i | i | i | i | i | i
T cell HTS vesicle-bound % | 39 | 40 | 30 | 12 | 55 | 35 | 12 | 56
GPR55 activation | -0.1% | 0.2% | -0.1% | -0.1% | -0.2% | 0.3% | 0.2% | 0.0%
West Nile virus CPE | 0.3% | 0.4% | 0.5% | 0.4% | 0.0% | -0.6% | 0.7% | -0.4%
GPR55 antagonists | 22% | 10% | 6% | 18% | 2% | 9% | 0% | 24%
KOR beta-arrestin-2 | -1.4% | -11% | -3.7% | 1.1% | -2.5% | -3.4% | -3.9% | 0.4%
PhoP inhibition | -10% | -10% | 19% | -1% | 9% | -7% | -13% | 28%
GPR35 antagonists | 7% | -9% | -5% | -4% | 14% | 3% | 4% | -8%

33. CCOc1ccc(N(C(C)C(=O)Nc2cccnc2)S(C)(=O)=O)cc1 (stereo unspecified)
34. Cc1ccccc1Cn1c(=O)sc2ccccc2c1=O
35. Cc1cnnn1-c1cccc([N+](=O)[O-])c1
36. CC(C)(O)C(=O)NNC(=S)Nc1ccc(F)c(Cl)c1
37. Cc1cccc(-c2nc3ccccc3c(=O)[nH]2)c1
38. COc1cccc(S(=O)(=O)Nc2ccc(C(=O)NCc3ccco3)cc2)c1
39. O=C(NCCc1ccccc1)c1cccc(N2CCCC2=O)c1
40. CSc1nc(N)nc(SCC(=O)c2ccc(C)cc2)c1C#N
41. Cc1nc(SCC(=O)c2ccccc2)c([N+](=O)[O-])[nH]1

assay / entry | 33 | 34 | 35 | 36 | 37 | 38 | 39 | 40 | 41
NTR1 ag | 0.5 | 1.5 | 2.5 | 2.0 | 3.0 | -0.2 | -0.2 | 7.2 | 0.9
NTR1 ag cell count 20 µM | 30 | 41 | 50 | 21 | 93 | 55 | 73 | 44 | 74
KOR beta-arrestin-1 | -7%[20 µM] | -6% | -9% | -8% | 16% | 7% | -2% | -254% | -8%
T cell HTS | i | i | i | i | i | i | i | i | i
T cell HTS vesicle-bound % | 65 | 61 | 43 | 61 | 30 | 13 | 33 | 38 | 48
GPR55 activation | -0.1% | 0.8% | -0.3% | 0.9% | -0.1% | 0.2% | 0.3% | 0.3% | -0.1%
West Nile virus CPE | 0.1% | 1.1% | -0.6% | 1.0% | -1.2% | 0.1% | 0.0% | 1.0% | 0.1%
GPR55 antagonists | 4% | -1% | 2% | 20% | 14% | -9% | 14% | 14% | 30%
KOR beta-arrestin-2 | / | 7.4% | 5.3% | -1.8% | -2.9% | -0.4% | -5.6% | 5.3% | -2.8%
PhoP inhibition | -9% | 0% | -6% | -5% | -4% | 0% | -1% | 5% | -1%
GPR35 antagonists | 14% | -8% | -1% | -6% | -13% | 5% | -6% | -7% | 6%
